HepG2 tox – HepG2 cytotoxicity, counter-screen for TGF-b inhibitors; HepG2 CAGA-GFP viability, ATP luminescence, 18 h; Potency, µM (highest dose often 46.1 µM), for inactives: at the highest dose activity change, negative = cytotoxicity, actives largely listed as cytotoxic; hit rate 0.76% among 410,000; further: potency means the concentration at half of the fitted maximal effect; some results filed as inactive show a strong effect at the top dose
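CellTiter-Glo luminescence gave cytotoxicity after 18 hours at 37 degrees C. The cells were HepG2 CAGA-GFP in 1% FBS DMEM, stimulated with 500 pg/mL TGF-beta after compound addition. %Activity was normalised to no-cell wells (complete cell-killing) and DMSO (no toxicity), and curves were fitted and classified.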
IL1B secr inh – inhibitors of inflammasome signaling (IL-1 beta secretion) | THP-1 LPS/ATP IL-1B secretion, AlphaLISA, 16 h; active compounds read low | hit rate 4.7% among 360,000 | AID 743279 | activity change, % at 57.5 µM; in the data active means activity change below about -50%; inconclusive means mostly about -30% to -49%; further: on the % scale 0 is the no-effect control and ±100 the full control effect
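THP-1 cells pretreated 1 hr with compounds (up to 57.5 uM final), then stimulated with LPS (250 ng/mL final) plus ATP (1.25 mM final); secreted IL-1B measured by AlphaLISA after 16 hr, decreased signal indicating inhibition.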
KB-3-1 tox – kills parental KB-3-1 adenocarcinoma cells. KB-3-1 viability, CellTiter-Glo ATP luminescence, 72 h. Potency, µM (doses to about 46.1 µM), inactives show at the highest dose activity change, negative = cytotoxic, usual class: cytotoxic. hit rate 1.4% among 400,000. AID 1347075; further: potency means the concentration at half of the fitted maximal effect; on the % scale 0 is the no-effect control and ±100 the full control effect; nearly all actives have a fitted effect of over 60% in size
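Parental KB-3-1 viability, qHTS format: 72 h compound exposure, 37 °C; CellTiter-Glo; media-only wells and DMSO plates as controls; concentration-effect fits on corrected data.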
S2 tox – cell viability loss in ATXN counter-screen. S2 cells (HEK-293 line with an ATXN2-luciferase reporter) viability, CellTiter-Fluor protease fluorescence, 24 h. Potency, µM (series often up to 56.7 µM), most hits filed as cytotoxic. hit rate 0.49% among 400,000; further: potency means the concentration at half of the fitted maximal effect; nearly all actives have a fitted effect of over 40% in size
HT1080 IDH1KD tx – HT-1080 IDH1 knockdown cell toxicity (counter line); HT-1080 IDH1 knockdown viability, ATP luminescence, 48 h; Potency, µM (highest dose often 46.1 µM), inactives show at the highest dose activity, negative = toxicity, actives largely listed as cytotoxic; hit rate 2% among 360,000;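 further: potency means the concentration at half of the fitted maximal effect; 0% = DMSO wells and -100% = cell-free medium wells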
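In this qHTS, HT-1080 cells depleted of IDH1 are exposed for 48 h at 37 °C to compound titrations. Toxicity is scored from CellTiter-Glo luminescence, with DMSO as full viability and medium alone as none.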
SW480 rereplic – inducers of DNA re-replication in SW480 colon cancer cells; Potency, µM (doses to about 46.1 µM), for the others: top-dose re-replication activation, most hits filed as activators; SW480 DNA re-replication, Hoechst DNA content imaging, 48 h; hit rate 1.8% among 340,000; further: potency means the concentration at half of the fitted maximal effect; % of control where 0% means no effect; nearly all actives have a fitted effect of over 55% in size
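Image-based read-out: total Hoechst fluorescence of nuclei (405 nm excitation, 500-530 nm emission), with hits raising the fraction of high-intensity nuclei. SW480 colon cells incubated 48 hr with compounds at 37 C.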
HT1080-NT tox – kills 2HG-producing HT-1080-NT fibrosarcoma cells | Potency, µM (top dose mostly 46.1 µM), for inactives: top-dose activity, negative = less viability, most hits filed as cytotoxic | hit rate 1.6% among 360,000 | AID 686970 | HT-1080-NT fibrosarcoma viability, CellTiter-Glo ATP luminescence, 48 h;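 further: NT is the 2HG producing partner of a matched IDH1 knockdown line; potency means the concentration at half of the fitted maximal effect; 0% = DMSO-treated cells and -100% = media-only wells without cells; nearly all actives have a fitted effect of over 55% in size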
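Luminescent CellTiter-Glo readout after 48 hours of compound exposure at 37 degrees C defined viability of HT-1080-NT cells. Activity was normalized to DMSO wells and cell-free media wells; concentration-response curves were fitted and assigned curve classes.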
ATXN2 expr inh – reduces ATXN2 reporter expression in HEK-293 cells | AID 1745845 | hit rate 0.72% among 360,000 | HEK-293 ATXN2-luciferase reporter, luminescence, 24 h | Potency, µM (doses to about 57 µM), inactives show top-dose activity change, negative = inhibition, most hits filed as inhibitors; further: potency means the concentration at half of the fitted maximal effect; on the % scale 0 is the no-effect control and ±100 the full control effect; nearly all actives have a fitted effect of over 55% in size
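qHTS (up to 57 uM final) was run with 24 h compound exposure of reporter cells at 37 °C. Each well was multiplexed: SteadyGlo luminescence measured ATXN2-luciferase expression after a fluorogenic Gly-Phe-AFC viability readout (25 uM final).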
MCF10A rerep – inducers of DNA re-replication in MCF 10A breast cells; MCF 10A DNA re-replication, Hoechst nuclear intensity, 48 h; Potency, µM (top dose mostly 46.1 µM), for inactives: at the highest dose activity, positive = re-replication, hits mostly activators; hit rate 2.9% among 350,000; AID 624296; further: potency means the concentration at half of the fitted maximal effect; % of control where 0% means no effect; nearly all actives have a fitted effect of over 50% in size
* marks the source's active call; other numbers are inactive results; i = inactive; u = inconclusive; x = not tested or not shown; & = joins results of further samples; [ ] = another dose, or the depositor's remark. Unless noted, the call rests on the fitted dose curve; in most records, active means well fitted curve in the direction sought with a large enough effect; inconclusive means small, poorly fitted or top-dose-only effect, or another doubt; inactive means no such curve, though single readings can be large; an effect the other way counts as inactive or inconclusive.

canonical_smiles,HepG2 tox,IL1B secr inh,KB-3-1 tox,S2 tox,HT1080 IDH1KD tx,SW480 rereplic,HT1080-NT tox,ATXN2 expr inh,MCF10A rerep
Cc1ccc(-n2nnnc2SCc2nc3sc(C)c(C)c3c(=O)[nH]2)cc1,-8.4%,5.3,8.6%,i,-0.1%,-132.0%[inhibitor],9.8%,-7.4%,15.6%
O=C(Nc1cc(=O)[nH]c(=O)[nH]1)c1cccc(Br)c1,0.3%,-14.2,-1.7%,i,2.0%,8.8%,-6.5%,u,-5.4%
Cc1cc(C)c(NC(=O)CSc2nc3ccc(NC(=O)CSc4nnnn4Cc4ccccc4)cc3s2)c(C)c1,-10.1%,49.7,1.7%,i,6.9%,-3.0%,-25.4%,3.4%,18.7%
CC1(C(=O)NS(=O)(=O)c2ccc(F)cc2F)CCN1C(=O)Cc1cccc2ccccc12 (configuration not stated),9.3%,38.7,0.0%,i,22.8%,x,6.9%,14.2%,x
CC(NC(=O)c1cc2ccccc2o1)c1ccccc1 (configuration not stated),-14.6%&0.9%,18.2,11.4%&-21.2%,i,2.2%,-3.5%,11.2%,1.2%&12.9%,0.2%
CCOc1ccccc1N(C)C(=O)c1cc2c(=O)n(CC)c3ccccc3c2s1,11.2µM*,-67.7*,u,x,-2.4%,18.4µM*,-1.7%,x,3.66µM*
CCCCN(C)CCNC(=O)c1cc2c(-c3ccccc3F)nn(C)c2s1,-20.1%,-97.2*,-7.3%,u,u,-0.8%,18.4µM*,-27.4%,4.7%
COc1ccc(NC(=O)C2CCCN(S(=O)(=O)c3cccc4cccnc34)C2)cc1OC (configuration not stated),-1.4%,-4.8,u,u,-0.6%,1.9%,4.8%,-16.6%,1.6%
COc1ccc(C(=O)Nc2ccccc2C(=O)NC(C)C)cc1OC,19.0%,-17.5,15.9%,i,12.8%,1.4%,10.0%,-5.1%,-0.3%
O=C(/C=C/c1ccc(Cl)c([N+](=O)[O-])c1)Nc1ccc(N2CCCC2)cc1,-17.3%,27.9,2.1%,u,-13.1%,11.0%,u,x,0.0%
COc1ccc(CNC(=O)c2ccccc2[N+](=O)[O-])cc1,2.3%,-16.3,-2.7%,i,-2.2%,-1.3%,4.6%,2.8%,1.5%
CCOC(=O)c1c(C)n(C)c2ccc(OC)c(NC(=O)CCN3CCSCC3)c12,-6.8%,28.8,-7.2%,i,9.0%,2.1%,1.2%,-7.6%,13.2%
CCC(C)Sc1ccc([C@@H]2[C@H]3C(=O)N(CC)C(=O)[C@H]3[C@]3(C(=O)OC)CCCCN23)cc1 (some centres not stated),-19.5%,-10.5,u,i,-30.0%,u,-21.3%,u,8.4%
Cn1cc(S(=O)(=O)NCCc2ccccc2)c(=O)n(C)c1=O,-20.8%,6.3,4.8%,i,22.3%,17.6%,-5.6%,5.0%,u
COc1ccc(OC)c(S(=O)(=O)NCC(c2cccs2)N2CCc3ccccc3C2)c1 (configuration not stated),-3.4%,2.5,-2.8%,i,-12.1%,-1.1%,-11.1%,5.4%,9.9%
O=C(Nc1ccn(Cc2c(F)c(F)cc(F)c2F)n1)c1ccc(COc2ccccc2Cl)cc1,-39.4%,-20.7,2.9%,i,u,6.7%,u,-18.7%,u
CC(C)c1cc(C(=O)NC2CCCc3c2cnn3-c2ccccc2F)no1 (configuration not stated),-17.2%,-4.2,u,i,u,2.3%,u,31.0%[activator],-1.3%
Cc1ccc(C(=O)N2CCN(Cc3ccc4c(c3)OCO4)CC2)c(Cl)c1,-31.4%,-59.2*,u,u,16.4µM*,0.1%,-10.4%,0.0%,7.1%
C=CCOC(=O)C1=C(C)OC(N)=C(C#N)C1c1c(C)nn(-c2ccccc2)c1Cl (configuration not stated),-1.4%,-12.5,-9.4%,i,-2.4%,-4.3%,0.7%,-5.9%,-0.5%
CCCC/C(O)=C/c1nc2ccccc2[nH]c1=O,-19.2%,0.0,-12.9%,i,12.0%,-2.7%,6.0%,17.7%,-14.2%
CCOc1ccc(NC(=O)CN(C)CC(=O)NC(C)c2ccccc2)cc1OCC (configuration not stated),-0.7%,8.8,5.4%,i,8.9%,-2.1%,6.8%,-4.1%,-4.1%
O=C(O)c1ccc(S(=O)(=O)N(Cc2cccs2)CC2CCCO2)cc1 (configuration not stated),-5.4%,-5.2,-9.5%,i,1.2%,8.5%,-3.0%,4.1%,12.6%
Cc1ccc2c(CNCCc3ccc(Cl)cc3)c(C(=O)O)n(Cc3ccc(F)cc3)c2c1,-32.8%,x,-25.0%,u,x,x,x,9.5%,x
Cc1ccccc1NC(=O)CCC(=O)OCCCC(F)(F)C(F)(F)F,3.3%,29.9,17.8%,u,6.2%,-2.0%,10.5%,11.5%,7.6%
O=C(CSc1ncnc2c1oc1ccccc12)Nc1ccc2c(c1)OCCO2,-23.4%,-6.9,0.3%,i,-17.3%,-1.6%,-13.0%,-6.7%,22.3%
COc1cc(/C=C/C(=O)OCC(=O)N2CCc3ccccc3C2)ccc1O,-14.3%,15.7,3.3%,i,-6.3%,-2.2%,-11.3%,-5.2%,8.0%
Cc1ccc(SCC(=O)OCC(=O)NCCCc2ccccc2)cc1,4.4%,15.8,1.9%,i,11.8%,-50.6%[inhibitor],18.6%,-23.9%,u
COc1cccc(Nc2nc(C(N)CO)cs2)n1 (configuration not stated),-9.5%,x,-0.4%,i,-5.8%,x,-13.1%,0.0%,x
Cc1ccc(-c2csc3ncnc(-n4nnc5ccccc54)c23)cc1,-4.3%,u,u,i,-9.6%,-4.2%,-5.8%,-11.0%,6.2%
NC(=O)CSc1nnc(CNc2ccc(F)cc2)n1CC1CCCO1 (configuration not stated),-31.2%,4.9,8.3%,i,2.9%,-1.4%,7.4%,4.5%,1.9%

Sorted by length of the SMILES (largest number first): three of the compounds above
canonical_smiles,HepG2 tox,IL1B secr inh,KB-3-1 tox,S2 tox,HT1080 IDH1KD tx,SW480 rereplic,HT1080-NT tox,ATXN2 expr inh,MCF10A rerep
Cc1ccc2c(CNCCc3ccc(Cl)cc3)c(C(=O)O)n(Cc3ccc(F)cc3)c2c1,-32.8%,x,-25.0%,u,x,x,x,9.5%,x
Cc1ccccc1NC(=O)CCC(=O)OCCCC(F)(F)C(F)(F)F,3.3%,29.9,17.8%,u,6.2%,-2.0%,10.5%,11.5%,7.6%
NC(=O)CSc1nnc(CNc2ccc(F)cc2)n1CC1CCCO1 (configuration not stated),-31.2%,4.9,8.3%,i,2.9%,-1.4%,7.4%,4.5%,1.9%

(further entries)
canonical_smiles,HepG2 tox,IL1B secr inh,KB-3-1 tox,S2 tox,HT1080 IDH1KD tx,SW480 rereplic,HT1080-NT tox,ATXN2 expr inh,MCF10A rerep
CCOC(=O)C1(Cc2ccc(OC)cc2)CCN(C(=O)CC2CCC(=O)N2)CC1 (configuration not stated),-5.3%,8.7,1.6%,i,-1.7%,-18.8%,-2.0%,x,-6.9%
Cc1nc2ncnn2c(C)c1C/C=C/c1ccccc1,12.0%,30.8,-13.0%,i,7.6%,-4.4%,3.7%,-8.5%,2.4%
COc1ccc(C(=O)/C=C2\Sc3ccccc3N2C)cc1,-12.1%,-2.4,-12.0%,x,-6.9%,u,-1.2%,33.0%[activator][11.3 µM],u
Cc1ccc(S(=O)(=O)NCc2ccc(C(=O)NCCN(Cc3ccccc3)C(C)C)cc2)cc1,-10.7%,-65.9*,u,i,u,u,u,-30.7%,u
COC(=O)C1=C(C(=O)OC)[C@@H]2N(Cc3ccccc3)c3ccccc3[C@@]23C[C@@H](C(=O)OC)N(C(=O)NC(C)(C)C)C3=N1,13.7%,12.0,-1.0%,i,10.0%,-0.5%,8.0%,8.2%,-2.2%
CCOC(=O)c1nnn(-c2nonc2N)c1-c1ccc(F)cc1,-0.7%,29.0,0.4%,i,-4.6%,10.4%,-3.2%,x,-1.3%
Cc1cc(Nc2cc(Cl)cc(Cl)c2)nc(N)n1,-20.3%,27.2,-14.1%,u,-2.6%,-5.3%,-4.6%,x,-3.0%
O=C(CCN1C(=O)c2ccccc2S1(=O)=O)NCc1ccccc1,0.3%,11.7,15.7%,i,14.1%,-415.7%[inhibitor],23.1%,10.8%,-0.6%
COc1ccc2c(C)cc(N3CCOCC3)nc2c1,5.5%,-21.4,8.5%,i,15.4%,-5.4%,17.4%,42.5%[activator],16.1%
CC1(C)CC(=O)C=C(NCCN2CCNCC2)C1,-0.4%,9.3,4.6%,i,-0.1%,-1.7%,6.8%,2.2%,-3.5%
CCCCN(C(=O)NC(=O)Nc1ccc(C)cn1)S(C)(=O)=O,1.6%,3.1,-2.1%,i,8.4%,-30.9%,0.7%,x,-2.5%
CC(C)C(C(=O)Nc1nccs1)N1C(=O)c2ccccc2C1=O (configuration not stated),6.31µM*,4.8,-9.5%,i,0.3%,u,15.5%,0.2%,-2.4%
CCN(C(=O)c1oc2ccc(S(=O)(=O)N3CCCCCC3)cc2c1C)c1ccccc1,-23.7%,x,25.9µM*,u,x,x,x,u,x

In another format: results already given.
mol: COc1ccc(C(=O)/C=C2\Sc3ccccc3N2C)cc1
  HepG2 tox: -12.1%	IL1B secr inh: -2.4	KB-3-1 tox: -12.0%	S2 tox: x	HT1080 IDH1KD tx: -6.9%	SW480 rereplic: u	HT1080-NT tox: -1.2%	ATXN2 expr inh: 33.0%[activator][11.3 µM]	MCF10A rerep: u

mol: Cc1ccc(S(=O)(=O)NCc2ccc(C(=O)NCCN(Cc3ccccc3)C(C)C)cc2)cc1
  HepG2 tox: -10.7%	IL1B secr inh: -65.9*	KB-3-1 tox: u	S2 tox: i	HT1080 IDH1KD tx: u	SW480 rereplic: u	HT1080-NT tox: u	ATXN2 expr inh: -30.7%	MCF10A rerep: u

Source: PubChem BioAssay
